Screening data from PubChem BioAssay.
NPR2 activator – GC-B (human) receptor activation | 370,000 compounds, 0.11% hits | activation, % at 10 µM | AID 1920062 | HEK293-GC-B cells, CNP EC30, cGMP TR-FRET; 0% at EC30 CNP, 100% saturating CNP | P20594;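 active means activation at 10 µM reaching about 35% in either raw or pattern-adjusted values, limit read from the data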
ASAP1 inh – blocks human ASAP1-stimulated Arf1 GTP hydrolysis. 360,000 compounds, 0.19% hits. inhibition, % at 16.5 µM. GDP FP detection; in the data active means inhibition above about 25%;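 further: 0% = vehicle with enzyme and substrate and 100% = no enzyme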
PG9 binder – PG9 antibody binding by small molecule. 360,000 compounds, 0.43% hits. AID 624416. inhibition, % at 6.7 µM. TR-FRET gp120-PG9 antibody binding; in the data active means inhibition above about 8.5%
rCAG binder – binds r(CAG) RNA repeats. r(CAG) RNA repeat, TO-PRO-1 dye displacement fluorescence. inhibition, % at 3 µM. 370,000 compounds, 1.3% hits. AID 651821;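 active means inhibition above the plate cutoff, the mean of all test compounds on that plate plus 3 SD, cut at about 35% in these data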;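 further: 0% = DMSO alone and 100% = 100 µM mitoxantrone as full dye displacement; higher means more dye released from RNA so lower well fluorescence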
HTRA1 inhibitor – HTRA1 (human) protease inhibition | Q92743 | recombinant HTRA1, FP-rhodamine activity-based probe, fluorescence polarization | inhibition, % at 5.96 µM | 340,000 compounds, 0.5% hits | AID 504803; in the data active means inhibition above about 36%;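 further: 0% = enzyme with DMSO and 100% = wells lacking enzyme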
Target sequence (Q92743 whole entry, looked up): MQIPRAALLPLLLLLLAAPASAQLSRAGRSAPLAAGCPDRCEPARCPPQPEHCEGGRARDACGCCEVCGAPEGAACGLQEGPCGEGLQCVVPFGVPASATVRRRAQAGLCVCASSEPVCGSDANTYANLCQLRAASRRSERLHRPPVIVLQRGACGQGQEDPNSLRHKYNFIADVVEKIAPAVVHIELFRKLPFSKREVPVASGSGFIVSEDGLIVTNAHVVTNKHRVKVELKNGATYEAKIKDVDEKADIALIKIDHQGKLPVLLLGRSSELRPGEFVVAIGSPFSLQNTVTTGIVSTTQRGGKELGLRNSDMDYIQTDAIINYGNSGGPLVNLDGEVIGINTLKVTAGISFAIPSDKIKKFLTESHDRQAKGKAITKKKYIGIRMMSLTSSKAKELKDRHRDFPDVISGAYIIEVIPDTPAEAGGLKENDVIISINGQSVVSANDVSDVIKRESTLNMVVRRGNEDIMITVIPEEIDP
mABHD4 FP – ABHD4 (mouse) inhibition, primary FP screen; Q8VD66; purified mABHD4, FP-Rh probe fluorescence polarization; inhibition, % at 8.92 µM; 370,000 compounds, 0.54% hits;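 active means inhibition exceeding the mean over every tested compound plus 3 SD, cut at about 30% in these data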;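 further: 0% = plate median of compound wells and 100% = S159A mutant with DMSO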
Target sequence (Q8VD66 whole entry, looked up): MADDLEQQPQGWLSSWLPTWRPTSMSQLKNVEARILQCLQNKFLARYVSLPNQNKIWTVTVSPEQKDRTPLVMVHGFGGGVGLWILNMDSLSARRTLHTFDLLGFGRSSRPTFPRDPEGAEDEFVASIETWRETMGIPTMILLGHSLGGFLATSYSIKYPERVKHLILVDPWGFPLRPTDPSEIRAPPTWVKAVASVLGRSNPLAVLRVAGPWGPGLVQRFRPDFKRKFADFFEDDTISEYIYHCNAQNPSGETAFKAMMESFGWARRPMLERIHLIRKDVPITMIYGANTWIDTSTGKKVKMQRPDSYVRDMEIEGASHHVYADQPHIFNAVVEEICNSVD
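Assay system: wild-type mouse ABHD4 protein; compound: single nominal dose of 8.92 µM, 0.89% DMSO final; schedule: 45 min + 60 min at 25 °C; measured by: FP readout, ex 525 nm / em 598 nm; evaluation: % inhibition of FP-Rh probe binding versus controls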
SMARCA2 act – activators of SMARCA2 function; MG213 cells, MMTV-luciferase reporter, dexamethasone, overnight; activation, % at 9.1 µM; 370,000 compounds, 1% hits; in the data active means activation above about 7.8%;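 further: 0% = vehicle wells and 100% = reference activator wells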
ARFGAP1 inh – inhibitors of rat ARFGAP1; Q62848; Arfgap1-stimulated ARF1 GTP hydrolysis, GDP FP detection; inhibition, % at 16.5 µM; 360,000 compounds, 0.26% hits;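 active means inhibition above a per-plate limit, mean inhibition of low control wells plus 3 SD, cut at about 25% in these data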;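 further: 0% = DMSO wells with enzyme and 100% = wells lacking Arfgap1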
Target sequence (Q62848 1-136 limits assumed): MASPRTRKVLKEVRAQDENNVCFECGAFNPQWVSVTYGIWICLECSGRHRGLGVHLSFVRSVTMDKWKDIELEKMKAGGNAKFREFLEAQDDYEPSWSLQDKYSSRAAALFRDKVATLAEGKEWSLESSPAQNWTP
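Repeats: one replicate per compound; assay system: rat Arfgap1 catalytic domain, aa 1-136; times: enzyme reaction 120 min at 25 °C after 20 min preincubation; detection: FP of antibody-bound GDP Alexa 633 tracer, ex 620/em 688 nm; benchmarks: high control wells lacking Arfgap1, low control full reaction with DMSO; reagent: human ARF1(Δ1-17)-GTP substrate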
GC-A act – GC-A (human) enzyme activation; HEK293 GC-A cells, cGMP TR-FRET, EC30 ANP; 0% at EC30 ANP, 100% saturating ANP; activation, % at 10 µM; 370,000 compounds, 0.14% hits; AID 1671463; in the data active means activation above about 40%
Rev-erbA mod – modulates human Rev-erb alpha binding to DNA; P20393; Rev-erbα–FITC-DNA binding, fluorescence polarization, 90 min; activity, % at 10 µM; 370,000 compounds, 0.79% hits;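 active means activity above about 14%, limit read from the data; passing the limit was not always enough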;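 further: 0% = DMSO wells with 35 nM protein and 100% = DMSO wells with 750 nM protein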
The depositor's hits bear a star; . = no result given. Rows were taken by chance. Share with any hit: about 4.4%.

SMILES | NPR2 activator | ASAP1 inh | PG9 binder | rCAG binder | HTRA1 inhibitor | mABHD4 FP | SMARCA2 act | ARFGAP1 inh | GC-A act | Rev-erbA mod
O=[N+]([O-])c1ccc(NCCCO)c(C(F)(F)F)c1 | 2 | -5 | 0.8 | 5 | 0 | -2 | -1 | -14 | 4 | -2
CS(=O)(=O)NCc1nnc(SCC(=O)NC2CCCCC2)n1-c1ccc(F)cc1 | 1 | -10 | -0.8 | 0 | 6 | -10 | -3 | -3 | 3 | 1
O=C1N(CCCO)CCC12CCCCC2 | 1 | . | . | 1 | . | 4 | -4 | . | 0 | 6
CC(=O)c1cccc(NS(=O)(=O)c2c(C(=O)N3CCOCC3)c(C)n(C)c2C)c1 | 3 | 21 | -3.7 | 0 | 7 | 2 | 7 | 14 | 1 | -4
COc1ccc(-n2c(-c3ccc(C(C)(C)C)cc3)n[nH]c2=S)c(OC)c1 | 0 | -9 | 2.3 | 16 | -3 | -4 | -2 | 5 | -5 | -2
CCOc1nc(C)ccc1-c1noc(-c2cccnc2)n1 | -4 | -4 | 0.2 | -3 | 1 | -6 | 8 | -1 | -1 | 2
COc1ccccc1-c1cccc([C@@H]2C[C@H]3[C@H](CON3C)CN2C(=O)CCc2ccccc2)c1 | 8 | -10 | -3.3 | 1 | 0 | 5 | -2 | 2 | -4 | -5
Cc1ccc(S(=O)(=O)N(CCO)Cc2ccccc2)cc1 | -1 | 8 | 0.0 | -3 | -3 | 3 | -1 | -4 | -1 | 2
Cc1[nH]c2ccccc2c1C(=O)CN1CCC(C(N)=O)(N2CCCCC2)CC1 | 2 | -5 | -1.2 | -5 | 5 | 1 | 0 | 3 | 6 | -4
CC(/C=N/n1c(-c2cc(C)[nH]n2)n[nH]c1=S)=C\c1ccccc1 | -5 | 0 | 0.9 | 4 | 2 | -4 | -1 | 5 | -1 | 1
Cc1cccc(NC(=S)N2CCC(c3nc4ccccc4o3)CC2)c1C | -3 | -8 | 0.3 | 1 | 2 | -1 | -4 | -1 | 0 | -4
CCCCn1cnc2sc3c(c2c1=N)CCCC3 | -4 | 17 | -1.4 | 7 | -1 | -4 | 3 | -3 | 7 | -1
CON(C)c1nc(OCCNC(=O)OCc2ccc(Cl)cc2C)nc(N(C)C)n1 | -13 | 2 | -1.1 | -11 | 2 | -6 | -4 | 8 | -12 | -5
COc1ccc(N(CC(=O)NCc2cccs2)S(=O)(=O)c2cccnc2)cc1 | -1 | -1 | 0.4 | -1 | -4 | 0 | -1 | -11 | 1 | -1
CN(C)c1ccc(P(=O)(OCc2ccccc2)C(O)c2ccc(Br)cc2)cc1 (stereo unspecified) | -10 | -3 | -1.6 | -4 | -9 | 3 | -3 | 2 | -16 | -4
CC1=C(C(=O)Nc2ccccc2C)C(c2ccc(C)o2)N2C(=O)CSC2=N1 (stereo unspecified) | -1 | -8 | 1.1 | 20 | -7 | -12 | -4 | -2 | 4 | -1
CCOC(=O)CCN(C(=S)Nc1ccccc1)C1CCCCC1 | 0 | 0 | 0.5 | 2 | -5 | -3 | -2 | 4 | 1 | 4
CCCCn1nnc(NC(=O)Cc2ccc(Cl)cc2)n1 | 4 | -4 | 1.2 | -1 | 2 | 8 | -1 | -1 | 8 | 9
CS(=O)(=O)N1CCC(C(=O)N2CCC(Cc3ccccc3)CC2)CC1 | 3 | 13 | -1.2 | 1 | 7 | -2 | -2 | -14 | 3 | -4
C=CCSc1nnc(CNS(=O)(=O)c2ccc(C)cc2)n1C | 9 | -5 | -0.7 | -1 | 1 | -5 | -1 | -3 | 3 | -3
O=S(=O)(NCCOc1ccccc1F)c1cccc(Br)c1 | -4 | 8 | -1.7 | 0 | -15 | -13 | 0 | -7 | -1 | 18*
CS(=O)(=O)c1nc2ccccc2n1Cc1ccccc1 | -2 | -9 | -0.8 | 0 | -6 | 0 | -2 | -3 | -4 | -3
c1ccc(CNc2c(C3CCNCC3)nc3scc(-c4ccccc4)n23)cc1 | 0 | 7 | -0.1 | 7 | . | 4 | -3 | 5 | 1 | -2
C=CCNS(=O)(=O)c1cccc(C(C)=O)c1 | 1 | -2 | -0.5 | 0 | 0 | 0 | -4 | 7 | 4 | -3
COc1ccc(-n2c(=S)[nH]c3cc(C(=O)NCCCN4CCOCC4)ccc3c2=O)cc1 | 0 | -7 | -0.9 | -1 | 9 | 2 | 0 | 3 | 5 | -3
COC(=O)c1sc(NC(=O)c2c(F)cccc2F)c(C#N)c1C | 1 | -7 | -0.2 | 8 | 2 | -3 | -2 | 9 | -1 | -6
COc1cccc(-c2c(-c3cc(OC)cc(OC)c3)n(C)c3ccc(-c4ccc5[nH]ccc5c4)cc23)c1 | 7 | 5 | 1.4 | 9 | 17 | 4 | 0 | 5 | 1 | 2
Cc1nn(-c2ccccc2)c2sc(C(=O)N3CCOCC3)cc12 | 0 | 6 | -1.5 | -1 | 2 | -3 | 5 | 9 | 6 | -7
COC(=O)c1ccccc1NC(=O)Cn1cnc2c(cnn2-c2ccccc2)c1=O | 1 | . | . | . | 1 | . | . | . | 4 | 6
COc1cccc(-c2nnc(SCC(=O)Nc3cc(C)ccc3OC)n2N)c1 | 1 | -7 | 1.5 | -5 | -1 | -1 | -3 | 6 | -1 | 3
O=C(COc1ccc(/C=C2/NC(=O)NC2=O)cc1)Nc1ccc(F)cc1 | -2 | 1 | 0.2 | 3 | -6 | -13 | -2 | 8 | -6 | -6
O=c1[nH]c(SCc2cccc(Cl)c2)nc2c1CCCC2 | -1 | -2 | -1.0 | 2 | -8 | -4 | -3 | 2 | -6 | 0
COc1ccc(CNC(=O)[C@@H](NC(=O)C2CCN(S(=O)(=O)c3ccccc3)CC2)C(C)C)cc1 | 1 | 11 | -2.2 | -4 | 1 | -1 | -1 | -5 | 4 | 0
CSc1cccc(NC(=O)c2ccc(CN3CCc4ccccc4C3)cc2)c1 | -2 | 6 | -2.2 | -4 | -47 | -11 | -5 | 10 | 3 | 0
CC1CCN(C(=O)COC(=O)c2ccc(Cl)nc2)CC1 | 3 | -15 | -1.4 | 4 | 5 | 5 | 0 | -2 | -2 | 0
CCOc1cc(/C=N/Nc2nc(-c3cccc(S(=O)(=O)N4CCCC4)c3)cs2)ccc1O | 0 | 9 | 0.1 | 25 | 18 | 1 | -4 | 0 | 4 | -3
CCOC(=O)Cc1csc(NC(=O)Nc2ccc(Cl)cc2)n1 | -1 | 1 | -2.0 | 40* | -22 | -15 | -4 | 12 | 6 | 6
O=C(COc1nc2ccccc2nc1N1CCOCC1)NC1CCCCC1 | 3 | 6 | -2.1 | -2 | 0 | 4 | 3 | 0 | 3 | 2
O=[N+]([O-])c1ccc(F)cc1F | -5 | -4 | -1.8 | 1 | 2 | -1 | -5 | -2 | 0 | 0
Cc1ccc(C)c(S(=O)(=O)N2CCN(CC(=O)N3CCc4ccccc4C3)CC2)c1 | 4 | -4 | -2.5 | -9 | 0 | 14 | 0 | -3 | 1 | 3
Cc1cc(-c2ccccc2)c2ccc(NC(=O)C(C)(C)C)nc2n1 | -6 | 15 | -2.5 | -6 | 0 | -1 | -2 | 9 | -2 | 6
Cc1cc(C)c2nc(NCc3ccccc3O)sc2c1 | -8 | 6 | -0.7 | 12 | -12 | -7 | 4 | 19 | -4 | 3
Cc1ccc(S(=O)(=O)N2CCN(C(=O)c3cccs3)CC2)c(C)c1 | -4 | 7 | -0.4 | -4 | . | 2 | -3 | 4 | -7 | 6
COc1ccc(NC(=O)CC2C(=O)N(C)C(=S)N2CCc2ccc(F)cc2)cc1 (stereo unspecified) | -1 | -11 | -1.0 | 5 | . | -29 | -7 | 10 | -2 | 2
COc1ccc(NC(=O)NNC(=O)C(O)(c2ccccc2)c2ccccc2)cc1 | 1 | -7 | -0.6 | 0 | -3 | 5 | 4 | -6 | 1 | -2
CC1(C(=O)Nc2cccc3ncccc23)CCN1C(=O)CCc1ccccc1 (stereo unspecified) | 8 | 10 | 0.9 | -1 | . | -4 | -3 | 8 | 8 | 8
CCOC(=O)c1c(NC(C)=O)sc(C(=O)NC2CCCC2)c1C | -3 | 3 | -0.7 | -2 | 6 | 7 | -1 | -13 | -1 | 15
C[C@H](CO)N1C[C@H](C)[C@@H](CN(C)C(=O)NC2CCCCC2)Oc2ccc(NC(=O)C3CC3)cc2C1=O | 0 | -5 | 4.7 | 4 | -5 | 2 | -1 | 0 | -1 | -5
C=CCSc1nnc(NC(=O)c2cccc(S(=O)(=O)N3CCOCC3)c2)s1 | 0 | 5 | -1.3 | 23 | 3 | 2 | 1 | -1 | -1 | 5
CCO[C@@H]1OC(C(=O)N2CCOCC2)=C[C@H](c2ccc(Br)cc2)[C@H]1CCCO | -1 | 2 | -0.6 | -8 | -2 | 3 | 0 | -1 | -6 | 2
CCOc1ccc(NC(=O)CSc2ncn[nH]2)c([N+](=O)[O-])c1 | 3 | 9 | 0.5 | 0 | 3 | -8 | -3 | 4 | 4 | -16
Cc1cccc(NCc2nc3ccccc3n2Cc2ccccc2)c1 | -6 | -2 | 0.1 | -5 | -13 | 8 | 0 | 4 | -12 | 2
COC(=O)c1cccc(NC(=S)Nc2cccc(Cl)c2C)c1 | 0 | -3 | 1.3 | -1 | 1 | -15 | -1 | 13 | 2 | 1
COc1cc(OC)c(NC(=O)CC(=O)Nc2cc(Cl)c(OC)cc2OC)cc1Cl | 6 | -8 | -0.2 | 16 | -2 | 3 | 0 | -2 | 13 | 4
CCOC(=O)C1CCCN(CCC(=O)Nc2ccc(C)c(C)c2)C1 (stereo unspecified) | -4 | 6 | -0.9 | -10 | 7 | -2 | -1 | -6 | 2 | -3
OC(CNc1ccccc1)Cn1ccc2ccccc21 (stereo unspecified) | 7 | 5 | -0.4 | 8 | 2 | 9 | -2 | 5 | 6 | 3
CCN(CC)C(=O)C1CCCN(c2ccc([N+](=O)[O-])cc2/C=N/NC(=O)c2cccc([N+](=O)[O-])c2)C1 (stereo unspecified) | 0 | 10 | 0.4 | 4 | 5 | -2 | -3 | -2 | 0 | -4
COC(=O)[C@@]12CCCCC3=C1N(CCC3)C(=O)[C@H]2CC(=O)NCCCN1CCCC1=O | -2 | . | . | 1 | . | 1 | -3 | . | -4 | 5
Cc1ccccc1S(=O)(=O)NC(=O)C1(C)CCN1C(=O)C1(c2ccccc2)CC1 (stereo unspecified) | 1 | 6 | 1.1 | 7 | . | 10 | -3 | -4 | 2 | -4

With a hit mark in Rev-erbA mod (from the list above):
| mol | NPR2 activator | ASAP1 inh | PG9 binder | HTRA1 inhibitor | mABHD4 FP | SMARCA2 act | ARFGAP1 inh | GC-A act | Rev-erbA mod |
| --- | --- | --- | --- | --- | --- | --- | --- | --- | --- |
| O=S(=O)(NCCOc1ccccc1F)c1cccc(Br)c1 | -4 | 8 | -1.7 | -15 | -13 | 0 | -7 | -1 | 18* |

Entries of single compounds as entered above. Order of values: NPR2 activator, ASAP1 inh, PG9 binder, rCAG binder, HTRA1 inhibitor, mABHD4 FP, SMARCA2 act, ARFGAP1 inh, GC-A act, Rev-erbA mod
`OC(CNc1ccccc1)Cn1ccc2ccccc21` (stereo unspecified) reads 7, 5, -0.4, 8, 2, 9, -2, 5, 6, 3
`O=[N+]([O-])c1ccc(NCCCO)c(C(F)(F)F)c1` reads 2, -5, 0.8, 5, 0, -2, -1, -14, 4, -2
